# APJ antag: antagonists of human apelin receptor APJ, primary screen, CHO-K1 cells, beta-arrestin complementation, luminescence; P35414; 330,000 compounds, 0.32% hits; AID 2521, 2010; inhibition, % at 20 µM;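 active = inhibition above about 40% at 20 µM, limit read from the data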;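 note: cells challenged with 10 nM apelin-13 agonist together with compound; plate controls were apelin-13 plus DMSO wells for no effect and DMSO wells lacking apelin-13 for full effect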
# Target sequence (P35414 whole entry, looked up): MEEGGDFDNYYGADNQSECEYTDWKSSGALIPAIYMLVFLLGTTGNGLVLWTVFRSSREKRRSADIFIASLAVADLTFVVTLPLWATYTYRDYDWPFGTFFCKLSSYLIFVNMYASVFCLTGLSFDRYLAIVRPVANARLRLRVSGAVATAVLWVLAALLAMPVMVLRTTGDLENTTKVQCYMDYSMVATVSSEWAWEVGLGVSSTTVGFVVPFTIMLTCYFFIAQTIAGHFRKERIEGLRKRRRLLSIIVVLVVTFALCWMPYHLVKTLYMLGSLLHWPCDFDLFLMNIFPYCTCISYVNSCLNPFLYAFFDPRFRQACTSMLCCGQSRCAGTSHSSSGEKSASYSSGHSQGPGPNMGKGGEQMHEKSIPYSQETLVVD
# tim10-1 inh: growth inhibitors of tim10-1 mutant yeast, primary screen, luminescence, uHTS. AID 463190, 2010. 330,000 compounds, 2.2% hits. S. cerevisiae tim10-1 ts strain growth, BacTiter-Glo, 24 h. inhibition, % at 20 µM;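 active = inhibition of at least 40%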;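 note: mutant grown at 25 °C; 0% = DMSO wells with yeast and 100% = wells holding no yeast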
# CXCR6 inh: CXCR6 receptor inhibitors, primary screen, cell-based, beta-arrestin, luminescence, CHO-K1 PathHunter, 1536-well. 360,000 compounds, 0.36% hits. inhibition, % at 20 µM. AID 602244, 2012; in the data active = inhibition above about 34%, passing the limit was not always enough;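 note: antagonist mode with CXCL16 agonist at 10 nM final; 0% = 10 nM CXCL16 with DMSO and 100% = unstimulated wells without agonist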
# Target sequence (O00574 whole entry, looked up): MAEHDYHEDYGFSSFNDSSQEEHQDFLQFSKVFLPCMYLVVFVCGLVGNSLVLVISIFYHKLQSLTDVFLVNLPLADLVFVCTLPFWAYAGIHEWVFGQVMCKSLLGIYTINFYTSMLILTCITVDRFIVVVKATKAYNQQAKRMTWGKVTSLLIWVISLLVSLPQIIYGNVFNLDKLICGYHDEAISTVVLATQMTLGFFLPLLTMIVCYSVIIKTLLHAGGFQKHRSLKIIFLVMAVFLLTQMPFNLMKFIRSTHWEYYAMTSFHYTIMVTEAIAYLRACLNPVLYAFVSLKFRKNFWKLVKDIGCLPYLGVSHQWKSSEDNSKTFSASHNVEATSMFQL
# Mdm2-MdmX inh: inhibitors of human Mdm2-MdmX association, primary screen, cell-based, luminescence, split luciferase, SaOS-2, uHTS; AID 485346, 2010; SaOS-2 split-luciferase Mdm2/MdmX complementation; inhibition, % at 8 µM; Protein Mdm4 (Homo sapiens) + E3 ubiquitin-protein ligase Mdm2 (Homo sapiens), …; 330,000 compounds, 3% hits;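 active = inhibition of at least 50% at 8 µM in the primary screen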
# CHOP UPR activ: activators of apoptotic CHOP UPR arm, primary screen, cell-based, CHO-CHOP luciferase reporter, luminescence, uHTS | UPR activation; percent of tunicamycin response over DMSO baseline | activation, % at 10 µM | 330,000 compounds, 0.34% hits;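 active = at 10 µM dose, activation of 40% or more, normalized to positive control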;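 note: 100% = tunicamycin at 10 µg/mL and 0% = DMSO alone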
#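 Evaluation: % reporter activation, DMSO baseline versus tunicamycin full activation; System: CHO-CHOP luciferase reporter cell line; Input: 500 cells/well; Incubation: 6 h compound treatment, 37 °C; Measured by: Steady-Glo luciferase luminescence; Dosing: one dose, 10 µM in 0.5% DMSO; Buffer or medium: F12 medium, 10% FBS; Benchmarks: positive tunicamycin 10 µg/mL, negative DMSO alone.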
# tim23-1 inh: growth inhibitors of tim23-1 mutant yeast, primary screen, luminescence, uHTS; S. cerevisiae tim23-1 growth, BacTiter-Glo luminescence, 24 h; inhibition, % at 20 µM; 330,000 compounds, 1.3% hits; AID 463212, 2010;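 active = growth inhibition of the mutant yeast at or above 50%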;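 note: temperature-sensitive mutant grown at 25 °C; plate controls were DMSO-treated mutant yeast for no effect and medium wells lacking yeast for full effect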
# APJ agonist: agonists of human apelin receptor APJ, primary screen, CHO-K1 cells, PathHunter beta-arrestin, luminescence; 0% DMSO wells, 100% apelin; activation, % at 20 µM; P35414; 330,000 compounds, 0.11% hits; AID 2520, 2010;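 active = activation more than six SD over the plate average, tested at 20 µM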;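 note: 0% = DMSO alone and 100% = apelin-13 at 10 nM; some results filed as inactive read as strong as hits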
#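 Material: engineered CHO-K1 APJ arrestin reporter cells; amount: 1000 CHO-K1 reporter cells seeded per well; incubation: compound stimulation 90 min at 25 °C, detection 60 min; signal: luminescent beta-gal fragment complementation, chemiluminescent substrate; read-out basis: APJ agonist activity; controls: DMSO-only wells as negative, 10 nM Apelin-13 as positive control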
# UPR XBP1 act: activators of adaptive XBP1 UPR arm, primary screen, cell-based, CHO-XBP1 luciferase reporter, luminescence, uHTS. IRE1-XBP1 UPR activation; percent of tunicamycin response, DMSO as zero. activation, % at 20 µM. 330,000 compounds, 0.33% hits. AID 463104, 2010;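 active = versus positive control, 20 µM dose yields 30% or more activation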;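 note: 100% = tunicamycin at 10 µg/mL and 0% = DMSO only wells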
#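 Material – CHO cell line with stable XBP1 luciferase reporter · Buffer or medium – F12 plus 10% FBS · Compound – single point, 20 µM final compound, 1% DMSO · Schedule – 16-18 h cell attachment at 37 °C, then 6 h compound exposure · Signal – Steady-Glo luminescence read · Benchmarks – high control tunicamycin 10 µg/mL final, low control DMSO vehicle only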
# TIM10 inh: growth inhibitors of isogenic TIM10 control yeast, primary screen, counter-screen for tim10-1 yeast inhibitor project, luminescence, uHTS; S. cerevisiae TIM10 strain growth, BacTiter-Glo luminescence, 24 h; inhibition, % at 10 µM; 330,000 compounds, 1.4% hits;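 active = inhibition of 40% or more at the single tested concentration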;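 note: wild-type TIM10 isogenic control strain grown at permissive 25 °C; 0% = DMSO yeast wells and 100% = minimal medium wells without yeast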
# Numbers without * were called inactive; · = no result given.
# Sample of the layout (six entries):
SMILES,APJ antag,tim10-1 inh,CXCR6 inh,Mdm2-MdmX inh,CHOP UPR activ,tim23-1 inh,APJ agonist,UPR XBP1 act,TIM10 inh
CCC(C)(C)NC(=O)c1cc(S(=O)(=O)N2CCc3ccccc32)cn1C,4,5,5,18,0.5,6,-2,-1,1
CCN(C[C@H]1N[C@@](CC)(C(=O)OC)[C@H]2C(=O)N(Cc3ccccc3)C(=O)[C@@H]12)C(=O)COC,0,-14,-8,10,-1.1,-7,-2,-1,2
COc1ccccc1C(=O)NC(CCSC)C(=O)OCC(=O)c1ccc[nH]1 (configuration not stated),3,13,2,9,1.2,14,-3,0,7
O=C1CCCC2=C1C(c1ccccc1)n1c(s/c(=C/c3cccc(F)c3)c1=O)=N2 (configuration not stated),-7,21,13,-4,8.4,12,-2,9,24
COc1ccc(-n2c(O)c(Cc3ccccc3)c(=O)n3nc(-c4ccccc4)c(=O)cc23)cc1,7,17,2,-1,2.2,14,2,0,8
COc1cccc(NC(=O)c2nc3nc(C)cc(C(F)F)n3n2)c1,4,14,4,1,0.4,7,-5,-1,11

# Results, previewed entries included:
SMILES,APJ antag,tim10-1 inh,CXCR6 inh,Mdm2-MdmX inh,CHOP UPR activ,tim23-1 inh,APJ agonist,UPR XBP1 act,TIM10 inh
CCC(C)(C)NC(=O)c1cc(S(=O)(=O)N2CCc3ccccc32)cn1C,4,5,5,18,0.5,6,-2,-1,1
CCN(C[C@H]1N[C@@](CC)(C(=O)OC)[C@H]2C(=O)N(Cc3ccccc3)C(=O)[C@@H]12)C(=O)COC,0,-14,-8,10,-1.1,-7,-2,-1,2
COc1ccccc1C(=O)NC(CCSC)C(=O)OCC(=O)c1ccc[nH]1 (configuration not stated),3,13,2,9,1.2,14,-3,0,7
O=C1CCCC2=C1C(c1ccccc1)n1c(s/c(=C/c3cccc(F)c3)c1=O)=N2 (configuration not stated),-7,21,13,-4,8.4,12,-2,9,24
COc1ccc(-n2c(O)c(Cc3ccccc3)c(=O)n3nc(-c4ccccc4)c(=O)cc23)cc1,7,17,2,-1,2.2,14,2,0,8
COc1cccc(NC(=O)c2nc3nc(C)cc(C(F)F)n3n2)c1,4,14,4,1,0.4,7,-5,-1,11
COC(=O)c1ccn(CSc2c(F)c(F)cc(F)c2F)n1,-6,-4,-3,5,2.8,-10,-4,-1,-10
CC(C)Cc1nc2sc3c(c2c(=O)n1N)CC(C)(C)OC3,-17,13,-6,-25,1.0,26,1,-2,-14
Cc1ccc(NC(=O)COC(=O)Cn2nc(C)c([N+](=O)[O-])c2C)c([N+](=O)[O-])c1,1,12,-5,-25,-0.6,2,-1,0,5
O=S(=O)(NC1CCCC1)c1ccc(S(=O)(=O)N2CCN(c3ccccc3)CC2)cc1,3,-10,6,17,2.3,-34,-1,3,-19
COC(=O)c1sc(C(F)(F)F)c(-c2ccccc2)c1S(=O)(=O)N(C)C,2,26,3,24,-0.7,39,-2,-3,17
CCN(C[C@H]1N[C@@](C)(C(=O)OC)[C@H]2C(=O)N(C)C(=O)[C@@H]12)C(=O)Nc1ccc(C(F)(F)F)cc1,6,7,4,-10,1.0,8,-1,0,-4
Cc1ccsc1/C=N/NC(=O)Cc1ccc(Cl)cc1,-8,1,4,-9,-0.9,22,-3,0,-1
COc1ccc(/C=N/NC(=O)CCn2cnc(-c3ccccc3)c2-c2ccccc2)cc1,3,33,12,58*,1.6,32,5,15,30
COc1cc(O)c(C(CCN2CCCC(C)C2)c2cc(OC)c(OC)c(OC)c2)c(OC)c1 (configuration not stated),-2,9,10,-1,4.0,14,-7,-1,7
O=C(NCc1ccncc1)NC1CCCCC1,-10,-3,5,-10,2.8,-9,-3,2,-9
COc1ccccc1C(=O)N1CCN(c2nc3cc(C)c(C)cc3cc2C#N)CC1,-3,43*,-2,14,-2.0,34,-2,0,29
Cc1nnsc1C(=O)NC1CCCc2c1cnn2-c1ccc(F)cc1F (configuration not stated),6,9,0,27,7.3,1,8,-5,7
CC(=O)Nc1ccc(S(=O)(=O)N2CCC(N3CCCC3)CC2)cc1,3,-18,5,3,1.8,-7,-2,-1,-7
CC(C)(C)c1ccc(C(=O)O[C@H]2[C@H](Cc3ccccc3)NS(=O)(=O)[C@H]3C[C@@H]4C=C[C@]23O4)cc1,1,9,-8,35,1.5,17,2,0,-5
CC(C)Sc1nnc(-c2ccc(S(=O)(=O)N3CCOCC3)cc2)n1C,-18,-10,1,-20,0.6,4,1,-4,-19
COc1ccc(N(CC(=O)NCCc2ccccc2)C(=O)c2csnn2)cc1,-11,10,-4,-11,3.7,-4,-2,6,-14
O=C(COC(=O)c1cccnc1Cl)NCCCc1ccccc1,3,1,1,8,0.1,-1,2,-1,1
CCn1nc(NS(=O)(=O)c2ccccc2)c2cc3ccccc3nc21,8,28,18,18,-0.7,23,-6,-5,3
Cc1ccccc1S(=O)(=O)Cc1ccc(C(=O)NCc2cccs2)o1,3,7,2,-13,-2.4,6,1,-1,15
Cc1ccc(C)c(OCc2cc(C(=O)N3C[C@@H](C)O[C@@H](C)C3)no2)c1,-38,-3,-4,-72,6.6,10,-2,-4,4
COc1ccc(CN2CCC(n3nccc3NC(=O)C3CC3)CC2)c(Cl)c1OC,6,13,-4,10,-1.1,12,0,-4,4
Cc1ccc(C(=O)/C=C/NNC(=O)c2ccccc2O)cc1,12,5,-3,20,-0.1,15,-2,-2,0
NNc1nc2c(-c3cccc(C(F)(F)F)c3)nnn2c2ccccc12,-9,24,-18,56*,2.7,44,8,1,6
CC(=O)c1ccc2c(c1)c1ccccc1n2CC(C)C,4,25,-11,47,0.6,6,-4,-1,23
CC(C)C(=O)N1CCN(c2nc(-c3ccc(Cl)cc3)cs2)CC1,6,30,-15,-1,0.5,14,-1,4,32
CCCCNS(=O)(=O)c1ccc2nc(-c3cccs3)cc(C(=O)NCC(OC)OC)c2c1,0,33,·,-2,-1.2,13,-2,-2,16
Cc1cc(C(=O)O)cc(S(=O)(=O)N2CCOCC2)c1C,-9,5,-7,17,4.6,-5,-7,1,6
Cc1ccc(-c2cc(C(=O)OCC(=O)NC3CC3)c3ccccc3n2)cc1,-11,29,-2,-4,2.3,46,-6,-2,34
CC(C)CC(NC(=O)OC(C)(C)C)c1cn([C@@H](Cc2ccc(O)cc2)C(=O)N2CCN(C(=O)OC(C)(C)C)CC2)nn1 (some centres not stated),-55,2,-2,22,-2.1,-8,-7,0,-3
COc1ccc(NC(=O)N2CCCC(c3nc(-c4ccc(OC)cc4)no3)C2)cc1 (configuration not stated),-5,22,4,3,1.7,29,-1,-2,-5
O=c1c2cccnc2[nH]c(=S)n1CCCN1CCN(c2ccc(F)cc2)CC1,-10,17,5,13,0.2,-4,-5,-3,-15
COc1ccc(/C(N)=N/OC(=O)CC2CCCCC2)cc1,13,59*,-12,-1,6.4,57*,4,4,66*
CNC(=O)C(C)NS(=O)(=O)c1ccc(F)cc1 (configuration not stated),12,14,4,0,20,-4,-4,1,4
CN(C)CCN(Cc1ccccc1)c1nccc(N(C)C)c1C#N,-16,2,-5,14,-0.3,1,6,0,-2
COCCNC(=O)c1c(N)n(CCCn2ccnc2)c2nc3ccccc3nc12,2,11,0,0,-0.8,31,12,1,1
COC(CNC(=O)c1c[nH]c2ccc(S(=O)(=O)N3CCC4(CC3)OCCO4)cc2c1=O)OC,-2,-4,-5,8,1.5,7,1,-3,15
CCOC(=O)c1c(-c2ccccc2)oc2ccc(O)c(CN3CCN(C)CC3)c12,3,32,2,51*,-0.8,-4,-1,0,28
O=C(NCC1CCCN(C2Cc3ccccc3C2)C1)c1cccs1 (configuration not stated),-1,9,-3,-1,1.0,7,-3,-4,-6
CCCCn1c(N)c(N(CCOC)C(=O)COC(=O)COc2ccc(CC)cc2)c(=O)[nH]c1=O,22,-18,-2,22,0.2,2,-5,0,-8
Cc1oc2cc3oc(=O)c(CCC(=O)NCCN4CCOCC4)c(C)c3cc2c1C,-41,4,-4,-6,3.0,10,4,-6,-2
O=C(CCC(=O)c1cccs1)NCc1ccccc1,-2,12,-3,32,1.1,6,-5,0,9
CCc1cccc(C)c1NC(=O)CO/N=C(\C)c1cc2ccccc2o1,4,12,2,-9,2.7,10,1,0,8
O=C(O)c1nn(Cc2nc3ccccc3o2)c(=O)c2ccccc12,27,8,2,-3,2.9,12,-1,5,18
C/C(=N\NC(=O)C(N)=O)c1ccc(O)cc1O,18,6,-1,-20,0.3,2,-3,-1,-9
COc1ccc(OC)c(C2C3=C(CCCC3=O)NC3=C2C(=O)CCC3)c1,9,10,-8,-7,1.1,12,5,-2,-5
Cc1c(C(=O)NCCCN2CCOCC2)oc2c1C1(CCC2)SCCS1,-11,8,3,-13,1.6,16,2,-1,13

# 4 entries from above, sorted by count of non-hydrogen atoms, descending.
SMILES,APJ antag,tim10-1 inh,CXCR6 inh,Mdm2-MdmX inh,CHOP UPR activ,tim23-1 inh,APJ agonist,UPR XBP1 act,TIM10 inh
CCCCNS(=O)(=O)c1ccc2nc(-c3cccs3)cc(C(=O)NCC(OC)OC)c2c1,0,33,·,-2,-1.2,13,-2,-2,16
O=S(=O)(NC1CCCC1)c1ccc(S(=O)(=O)N2CCN(c3ccccc3)CC2)cc1,3,-10,6,17,2.3,-34,-1,3,-19
Cc1c(C(=O)NCCCN2CCOCC2)oc2c1C1(CCC2)SCCS1,-11,8,3,-13,1.6,16,2,-1,13
Cc1ccc(C(=O)/C=C/NNC(=O)c2ccccc2O)cc1,12,5,-3,20,-0.1,15,-2,-2,0

# Compound activity deposited in PubChem by Sanford-Burnham Center for Chemical Genomics.

# A portion of the library, so the mix of outcomes need not match the whole.
